# L3MBTL1 inh = L3MBTL1 (human) inhibition; AlphaScreen L3MBTL1–H3K9me1 peptide binding; AID 485360; Potency, µM (highest dose often 57.1 µM), without a hit: at the top dose activity, negative = inhibition, actives largely listed as inhibitors; 230,000 tested, 0.66% active; active means well fitted inhibition curve with a large enough effect; inconclusive means small, poorly fitted or top-dose-only effect; inactive means no such curve, though single readings can be large or run the other way; further: nearly all actives have a fitted effect of over 60% in size
# Target sequence (Q9Y468 whole entry, looked up): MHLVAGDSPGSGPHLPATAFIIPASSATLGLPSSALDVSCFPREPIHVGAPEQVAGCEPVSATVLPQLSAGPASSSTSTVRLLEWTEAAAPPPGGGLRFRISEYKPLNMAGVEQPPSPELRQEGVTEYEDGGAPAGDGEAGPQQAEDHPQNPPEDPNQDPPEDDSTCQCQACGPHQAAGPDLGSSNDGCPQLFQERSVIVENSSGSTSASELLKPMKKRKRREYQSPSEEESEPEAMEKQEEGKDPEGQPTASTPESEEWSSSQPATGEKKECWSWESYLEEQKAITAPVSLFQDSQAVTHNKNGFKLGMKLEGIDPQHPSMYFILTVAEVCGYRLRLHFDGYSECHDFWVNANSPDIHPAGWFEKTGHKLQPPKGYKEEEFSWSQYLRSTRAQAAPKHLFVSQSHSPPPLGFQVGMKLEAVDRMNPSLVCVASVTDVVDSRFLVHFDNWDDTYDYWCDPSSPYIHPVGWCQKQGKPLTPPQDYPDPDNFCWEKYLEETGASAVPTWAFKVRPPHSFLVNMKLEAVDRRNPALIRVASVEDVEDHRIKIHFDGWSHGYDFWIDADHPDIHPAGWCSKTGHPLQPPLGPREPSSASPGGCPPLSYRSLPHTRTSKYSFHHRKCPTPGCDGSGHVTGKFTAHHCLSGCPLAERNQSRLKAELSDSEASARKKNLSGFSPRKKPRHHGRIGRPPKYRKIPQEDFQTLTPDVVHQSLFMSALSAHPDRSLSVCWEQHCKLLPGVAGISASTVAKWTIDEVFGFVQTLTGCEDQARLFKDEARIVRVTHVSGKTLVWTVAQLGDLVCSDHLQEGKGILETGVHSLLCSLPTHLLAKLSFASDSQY
#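 Read-out is AlphaScreen signal from streptavidin donor and nickel chelate acceptor beads (10 ug/mL final each) bridging L3MBTL1 (50 nM) and biotinylated K9-monomethylated H3(1-15) peptide (75 nM), after 30 min compound exposure at room temperature.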
# * marks the source's active call; other numbers are inactive results; ? = inconclusive; [ ] = dose if it differs, or a comment. On the % scale 0 is the no-effect control and ±100 the full control effect; potency means the concentration at half of the fitted maximal effect. Not all compounds are listed; the hit share may differ from the screen's.
SMILES,L3MBTL1 inh
COc1cccc(NC(=O)C(c2ccccc2)N2CCN(CC(=O)N3CCOCC3)CC2)c1 (centres undefined),-8.0%
CN(CC(=O)Nc1ccccc1C(F)(F)F)C(=O)Cc1ccc(S(=O)(=O)N2CCOCC2)s1,4.0%
CN(CC(=O)Nc1ccc2c(c1)OCCO2)Cc1nc2ccccc2c(=O)[nH]1,5.1%
CC1CC(C)(C)CC2(C1)NC(=O)N(CC(=O)Nc1ccc3[nH]c(=O)[nH]c3c1)C2=O (centres undefined),14.9%
CCc1noc(C)c1C(=O)Nc1nc2ccc(F)cc2s1,11.6%
COc1cc(/C=N/NC(=O)c2ccccc2O)ccc1OCC(=O)Nc1ccccc1,5.5%
CN(c1ccccc1)S(=O)(=O)c1ccc(C(=O)NNC(=O)c2ccccc2)cc1,9.4%
CC(NC(=O)COC(=O)C1=NN(c2ccccc2)C(=O)CC1)c1ccccc1 (centres undefined),10.0%
O=C(Cc1cccc(NC(=O)C2CCCN(C(=O)CCc3ccccc3)C2)c1)Nc1cccc(C(=O)N2CCCC2)c1 (centres undefined),-9.4%
CCN(CC)CCC#CC1(O)c2ccccc2-c2ccccc21,-12.1%
O=c1ccc2c([nH]1)CCCCCCCCCC2,-11.7%
O=C(NCCC1=CCCCC1)C1CCN(S(=O)(=O)c2cccc(C(F)(F)F)c2)CC1,1.9%
CC(C)[C@H](NC(=O)c1ccccc1)C(=O)OCC(=O)NCC1CCCO1 (some centres undefined),-0.7%
CC(=O)c1ccc(S(=O)(=O)Nc2ccc(C(=O)N3CCC3)cc2)cc1,3.7%
CC(=O)c1c(C)[nH]c(C(=O)COC(=O)c2nccnc2N)c1C,-4.0%
CC(=O)c1c(C)[nH]c(C(=O)COC(=O)c2cccnc2Cl)c1C,-2.2%
CCc1cc(Cn2nc(-c3ccccc3)cc2C(=O)NCCOC)on1,2.6%
CCC(=O)c1ccc(OCC(=O)OCC(=O)NC2CCCC2)cc1,2.3%
COC(=O)c1ccc(OC(=O)CCS(=O)(=O)c2ccc(C)cc2)cc1,-1.1%
COc1cccc(CNC(=O)COc2cc(O)c3c(c2)OC(C)(C)CC3=O)c1,-9.1%

# Six entries drawn at random from the list so far:
SMILES,L3MBTL1 inh
O=c1ccc2c([nH]1)CCCCCCCCCC2,-11.7%
O=C(NCCC1=CCCCC1)C1CCN(S(=O)(=O)c2cccc(C(F)(F)F)c2)CC1,1.9%
CC(NC(=O)COC(=O)C1=NN(c2ccccc2)C(=O)CC1)c1ccccc1 (centres undefined),10.0%
CN(CC(=O)Nc1ccc2c(c1)OCCO2)Cc1nc2ccccc2c(=O)[nH]1,5.1%
CCC(=O)c1ccc(OCC(=O)OCC(=O)NC2CCCC2)cc1,2.3%
CC(=O)c1c(C)[nH]c(C(=O)COC(=O)c2nccnc2N)c1C,-4.0%

# Next section:
SMILES,L3MBTL1 inh
O=C(Nc1cc(-c2ccccc2)nn1-c1c(Cl)cccc1Cl)c1ccc(F)cc1,3.6%
CSc1ccccc1C(=O)OCC(=O)Nc1ccc(N2CCOCC2)cc1,-3.6%
CCCN(CC(=O)Nc1ccccc1C)C(=O)C1CCN(S(=O)(=O)c2cccc(C(F)(F)F)c2)CC1,2.2%
C/C(=C\c1ccccc1)C(=O)N1CCN(Cc2ccc3c(c2)OCO3)CC1,-9.4%
N#Cc1ccc(CN2CCN(C(=O)c3ccc(S(=O)(=O)N4CCCCCC4)cc3)CC2)cc1,0.9%
Cc1cccc(-n2c(C)c(-c3ccccc3)[nH]c2=S)c1,-16.6%
CC(Sc1ncnc2sc(-c3ccccc3)cc12)C(=O)N1CCNC1=O (centres undefined),2.7%
COc1ccc(CCNC(=O)c2nnc(CS(=O)(=O)c3ccccc3)o2)cc1OC,-1.4%
Cc1ccc(NC(=O)COC(=O)Cc2ccc(Br)cc2)cc1S(=O)(=O)N1CCOCC1,-4.0%
COc1ccc(NC(=O)CN(C)C(=O)C(C)Oc2ccc(Br)cc2)cc1 (centres undefined),0.0%
O=C(Cc1ccc2c(c1)OCCO2)Nc1ccc(Cl)c(S(=O)(=O)N2CCOCC2)c1,-0.3%
Cn1c(N)c(C(=O)CSc2nnc(C3CC3)n2Cc2ccccc2)c(=O)n(C)c1=O,-0.3%
CN(CC1COc2ccccc2O1)C(=O)CSc1ncnc2sccc12 (centres undefined),1.1%
COc1ccc(NC(=O)CN(C)C(=O)c2oc3c(ccc4ccccc43)c2C)cc1,-12.5%
CCOC(=O)c1ccccc1NC(=O)CSc1nc2ccccc2c(=O)n1CCCN1CCOCC1,-11.7%
O=C(CN1CCN(Cc2ccccc2)CC1)Nc1cccc(Cl)c1,0.3%
Cc1ccc(S(=O)(=O)N2CCOCC2)cc1NC(=O)COC(=O)C1=COCCO1,2.6%
Cc1csc(=O)n1CC(=O)OCC(=O)Nc1cc([N+](=O)[O-])ccc1Cl,5.7%
CCC/C(=C1/c2ccccc2C(=O)N1c1ccccc1)c1ccc2[nH]ccc2c1,11.3%
Cc1ccc(S(=O)(=O)N(C)C)cc1NC(=O)COC(=O)CCC1CCCCC1,-11.7%
Fc1cccc(CNCC2CCCO2)c1 (centres undefined),44.2%[activator]
COc1ccc(CN(C)C(=O)c2ccc(OCC(=O)Nc3cccc(C(F)(F)F)c3)c(OC)c2)c(OC)c1,-8.1%
O=C(NC1CCC(O)CC1)c1ccc(NS(=O)(=O)c2cccc([N+](=O)[O-])c2)cc1 (centres undefined),12.6%
CCc1cc(C(=O)N2CCN(S(=O)(=O)c3ccc(Cl)cc3)CC2)sc1C,2.8%
O=C(Cc1c(F)cccc1Cl)Nc1ccccn1,-2.6%
CCCNC(=O)c1ccc(N2CCC3(CC2)CC(c2cccc(Br)c2)=NO3)c(NC(=O)c2cccc(C)c2)c1,2.8%
CCc1c(C)nc(N2CCN(c3ccccc3)CC2)[nH]c1=O,21.2%
Cc1ccc(Nc2nnc(SC(C)C(=O)NC3CC3)s2)cc1 (centres undefined),3.5%
NC(=O)CC(NC(=O)Cc1ccc(Br)cc1)c1ccc(N2CCc3ccccc3C2)c([N+](=O)[O-])c1 (centres undefined),-0.9%
COc1ccc(N(Cc2cc3ccc(C)cc3[nH]c2=O)S(=O)(=O)c2ccccc2)cc1,-1.8%
CC1CCCN(Cc2ccc(OCc3ccccc3)cc2)C1 (centres undefined),2.5%
COC(=O)C(C)n1cnc2c(nnn2-c2ccc(C)cc2)c1=O (centres undefined),-4.4%
CCOc1ccc(S(=O)(=O)N2CCOCC2)cc1NC(=O)CSCc1ccc(C)cc1,-6.3%
CC(C)NC(=O)N(C)C[C@@H]1Oc2c(NC(=O)Nc3ccccc3)cccc2C(=O)N([C@H](C)CO)C[C@H]1C,-1.1%
Cc1cccc(NC(=O)CN(C)C(=O)C2CCCC2)c1C,1.8%
Cc1ccc(S(=O)(=O)N(Cc2c(F)cccc2Cl)C(=O)N2CCN(C)CC2)cc1,-5.3%
O=C(COC(=O)CNC(=O)c1ccccc1F)Nc1ccc2c(c1)OCO2,-4.3%
O=C1C(Cc2ccccc2)Nc2ncnc(N3CCCCC3)c2N1Cc1ccc(Br)cc1 (centres undefined),-3.8%
CCN(CC)S(=O)(=O)c1ccc(N2CCOCC2)c(NC(=O)c2ccco2)c1,0.2%
O=[N+]([O-])c1ccc(Cl)c(C[n+]2cccc3ccccc32)c1,-1.3%

# Three of the entries above in order of their number in L3MBTL1 inh, high to low.
SMILES,L3MBTL1 inh
Cc1ccc(Nc2nnc(SC(C)C(=O)NC3CC3)s2)cc1 (centres undefined),3.5%
CCc1cc(C(=O)N2CCN(S(=O)(=O)c3ccc(Cl)cc3)CC2)sc1C,2.8%
COC(=O)C(C)n1cnc2c(nnn2-c2ccc(C)cc2)c1=O (centres undefined),-4.4%

# (list continues)
SMILES,L3MBTL1 inh
CC[C@@]1(C(=O)OC)N[C@H](CN(C)C(=O)c2ccc(C)cc2)[C@@H]2C(=O)N(C)C(=O)[C@@H]21,8.5%
Cc1nc(CC(=O)NNS(=O)(=O)c2cccc(Cl)c2Cl)cs1,-1.3%
O=[N+]([O-])c1ccccc1/C=C/CN1CCC(O)CC1,-1.1%
CC1CCC(NC(=O)C(C)N2C(=O)C3CCCCC3C2=O)CC1 (centres undefined),-10.9%
CCOc1ccccc1NC(=O)COC(=O)Cc1ccsc1,-1.7%
CN1c2ccccc2Sc2cc(N)ccc21,?
CCN(CC(=O)Nc1c(F)cccc1F)C(=O)CCSc1ccc(F)cc1,1.7%
O=C(CN1CCCCC1)NC(=O)NC1CCCCC1,2.6%
Cn1c(N)c(C(=O)CSc2nnc(C3CC3)n2-c2ccccc2)c(=O)[nH]c1=O,-1.7%
CCN(C(=O)CSc1nnc(C(C)N(C)C)n1-c1ccc(F)cc1)C1CCS(=O)(=O)C1 (centres undefined),-4.2%
CCC1(c2ccccc2)NC(=O)N(CC(=O)Nc2ccc(Cl)c(S(=O)(=O)N3CCCCC3)c2)C1=O (centres undefined),-1.4%
Cc1ccccc1OCCOC(=O)c1ccc(S(=O)(=O)N2CCCC2)cc1,33.6%[activator]
CC(C)(C)c1cc(Cl)ccc1OCCn1ccnc1,-2.8%
CCC1(c2ccccc2)NC(=O)N(CC(=O)NC2CCCCCC2)C1=O (centres undefined),0.2%
CCOC(=O)c1ccccc1NS(=O)(=O)c1c(C)nc2sccn2c1=O,1.5%
O=C(N/N=C/c1cc2c(c([N+](=O)[O-])c1)OCO2)c1ccncc1,-17.0%
Cc1cc(C)c(C#N)c(Nc2ccccc2C)n1,8.5%
CCN(CC)c1nc(Nc2ccc([N+](=O)[O-])cc2)nc(N(CC)CC)n1,2.7%
CCCNC(=O)Cn1c(=O)oc2cc(S(=O)(=O)N3CCCC3)ccc21,4.1%
CC1CCN(C(=O)c2ncn(C)c2C(=O)N2CCC(C)CC2)CC1,12.7%
Cc1cc(C)c(C)c(S(=O)(=O)Nc2cccc(S(=O)(=O)Nc3ccccc3C(=O)O)c2)c1C,-5.6%
Clc1c(-c2ccccc2)nc2ccccn12,0.1%
CCc1nnc(NC(=O)CSc2nc3[nH]c(=O)cc(O)c3s2)s1,-7.2%
Cc1ccc(S(=O)(=O)N2CCCCC2)cc1C(=O)N1CCCCCC1,2.0%
CCN(CC)S(=O)(=O)c1ccc(C(=O)NNC(=O)c2csc(N3CCOCC3)n2)cc1,-7.4%
CC(NC(=O)COC(=O)C12CC3CC(CC(Br)(C3)C1)C2)c1ccccc1 (centres undefined),7.5%
Cc1ccc(S(=O)(=O)N(C)C)cc1NC(=O)C(C)OC(=O)C1CCC1 (centres undefined),5.5%
O=C(c1ccccc1)c1cccc(C(=O)c2ccccc2)c1,184.1%[activator]
CCn1ccc2c(OCC(=O)NCCc3ccc(OC)c(OC)c3)cccc2c1=O,5.1%
Cc1ccc(NC(=O)c2cnc(SCC(=O)NCC3CCCO3)n(C)c2=O)cc1C (centres undefined),8.2%
Cc1ccc(S(=O)(=O)N2CCOCC2)cc1C(=O)Nc1ccc(N2CCCCCC2)cc1,?
Cc1nc(SCc2nc3ccc(Cl)cc3[nH]2)c2oc3ccccc3c2n1,-0.7%
O=c1cc(-c2ccc(O)cc2)oc2c(-c3c(O)cc(O)c4c(=O)cc(-c5ccc(O)cc5)oc34)c(O)cc(O)c12,-11.3%
COc1ccc(C(=O)N2CCN(C3CCCCC3)CC2)cc1OC,1.0%
Cc1cccc(Nc2nnc(SCC(=O)c3c(N)n(C4CC4)c(=O)[nH]c3=O)s2)c1C,-0.3%
O=C(O)c1cccc(Nc2ccc([N+](=O)[O-])cn2)c1,0.8%
CON(C)S(=O)(=O)c1cccc(C(=O)Nc2ccc(S(=O)(=O)NC3=NCCCCC3)cc2)c1,-12.3%
CC1CCC2C(C1)OS(=O)(=O)NC2(C)C (centres undefined),5.5%
CC1(c2ccc([N+](=O)[O-])cc2)NC(=O)N(CC(=O)c2ccc3c(c2)OCO3)C1=O (centres undefined),-1.2%
CC(=O)NCCc1ccc(C(=O)COC(=O)c2cc(C)oc2C)cc1,-8.7%
CC(C)(C)OC(=O)C[C@@H]1C/C=C\C[C@H](CC(=O)N[C@H](CO)Cc2ccccc2)C(=O)N[C@H](C(C)(C)C)COC1=O,-5.6%
O=C(OC1CCCCC1=O)c1cccc(S(=O)(=O)N2CCOCC2)c1 (centres undefined),-4.8%
O=[N+]([O-])c1ccc(Cl)c(S(=O)(=O)/N=C(/Nc2cccnc2)c2ccccc2)c1,-1.8%
Cc1ccc(C2=NS(=O)(=O)N(C)C(C(=O)N(C)C3CCCCC3)=C2)cc1,-3.4%
O=C(CN1C(=O)NC2(CCCCCC2)C1=O)Nc1ccc(Br)cc1Br,-0.6%
CN(C)N=Nc1ccc(-c2cn(Cc3ccccc3)cn2)cc1,-1.2%
CCCn1nc(C(=O)NNC(=O)c2cccc(C)c2)c2ccccc2c1=O,1.9%
COc1ccccc1CNc1cc(C)ccn1,-5.2%
CC(C)(C)OC(=O)C[C@@H]1C/C=C\C[C@H](CC(=O)NCCO)C(=O)N[C@@H](Cc2ccccc2)COC1=O,3.6%
CCN(CC)C(=O)CN1CCC(c2nc3cc(C)c(C)cc3[nH]2)CC1,-9.8%
CC(Cl)C(=O)N1c2ccccc2CCc2ccccc21 (centres undefined),4.6%
CN(C(=O)c1ccc2c(c1)OCO2)C1(C)CCS(=O)(=O)C1 (centres undefined),-3.3%
O=C(COC(=O)C1CC1)Nc1ccc(Cl)cc1Cl,3.9%
COc1cccc([C@@H]2CC=C(C(=O)O)[C@H](c3ccccc3F)N2S(=O)(=O)c2ccc(C)cc2)c1,-28.1%
CCN(CC)S(=O)(=O)c1ccc(NC(=O)COc2cccc(-n3cnnn3)c2)cc1,3.9%
O=C(COC(=O)CCNS(=O)(=O)c1ccccc1)NNC(=O)c1ccccc1,-1.2%
Cc1ccc(S(=O)(=O)NCc2ccccc2)cc1C(=O)N1CCN(S(=O)(=O)c2ccccc2)CC1,1.4%
CCCS(=O)(=O)N1CCC(C(=O)Oc2ccc(OC)cc2)CC1,32.0%[activator]
CCOc1ccccc1N1CC(C(=O)NNC(=O)c2cc(OC)c(OC)c(OC)c2)CC1=O (centres undefined),5.6%

# From PubChem
